# LmPK inhibitor = blocks Leishmania mexicana pyruvate kinase activity; Potency, µM (doses to about 57.5 µM), inactives show top-dose activity change, negative = inhibition, usual class: inhibitors; purified LmPK, Kinase-Glo ATP luminescence, 1 h; Q27686; hit rate 0.37% among 290,000; note: potency is the fitted concentration of half-maximal effect; % is set by controls: 0 for no effect and ±100 for the full control effect
# Target sequence (Q27686 whole entry, looked up): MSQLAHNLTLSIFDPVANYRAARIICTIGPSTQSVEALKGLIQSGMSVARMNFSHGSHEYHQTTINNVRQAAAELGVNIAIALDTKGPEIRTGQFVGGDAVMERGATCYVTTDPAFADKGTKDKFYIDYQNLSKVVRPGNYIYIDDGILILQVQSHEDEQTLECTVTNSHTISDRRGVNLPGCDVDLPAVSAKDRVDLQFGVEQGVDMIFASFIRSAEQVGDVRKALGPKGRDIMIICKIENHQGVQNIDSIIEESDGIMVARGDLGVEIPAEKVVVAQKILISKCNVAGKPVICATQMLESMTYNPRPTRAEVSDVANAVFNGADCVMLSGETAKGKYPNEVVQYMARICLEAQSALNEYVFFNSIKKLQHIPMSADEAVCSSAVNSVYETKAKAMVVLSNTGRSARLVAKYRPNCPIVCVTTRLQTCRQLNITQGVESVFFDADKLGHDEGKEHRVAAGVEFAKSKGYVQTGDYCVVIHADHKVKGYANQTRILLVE
#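 Purified LmPK (0.1 nM) converted ADP (0.1 mM) to ATP with PEP (0.5 mM) in imidazole buffer pH 7.2 with KCl and MgCl2, 1 h at room temperature. ATP was read by Kinase-Glo luminescence; data normalized to uninhibited and no-enzyme controls.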
# AMA1 RON2 block = disrupts binding of P. falciparum AMA1 to RON2; hit rate 0.2% among 360,000; AlphaScreen AMA1-biotinylated RON2 peptide binding; AID 720542; Potency, µM (series often up to 58.2 µM), inactives show at the highest dose activity change, negative = inhibition, hits mostly inhibitors;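 note: potency is the fitted concentration of half-maximal effect; 0% = vehicle wells and -100% = peptide control; nearly all actives have a fitted effect of over 45% in size; some results filed as inactive show a strong effect at the top dose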
#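 AMA1 (3D7) with his tag at 25 nM final met compounds first, then biotinylated RON2 peptide at 25 nM; detection used donor plus acceptor beads, 10 µg/mL apiece, read by AlphaScreen after 30 min at room temperature.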
# Pf growth 96h = P. falciparum growth inhibition at 96 hour, primary screen for plastid delayed-death inhibitors | P. falciparum luciferase reporter growth, 96 h | Potency, µM (top dose mostly 28.7 µM), for the others: at the top dose activity change, negative = inhibition, most hits filed as inhibitors | hit rate 6.9% among 320,000 | AID 504834; note: potency is the fitted concentration of half-maximal effect; % is set by controls: 0 for no effect and ±100 for the full control effect
#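 Readout is luminescence from an integrated firefly luciferase in P. falciparum. Red cells, 2% hematocrit and 0.05% parasitemia final, were cultured with compound through two parasite generations (96 hours) at 37 C, 5% CO2.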
# Tb PYK inh = blocks Trypanosoma brucei pyruvate kinase | Q57TT1 | TbPYK enzyme, Kinase-Glo Plus ATP luminescence, 45 min | Potency, µM (top dose mostly 76.8 µM), without a hit: at the highest dose activity, negative = inhibition, usual class: inhibitors | hit rate 0.12% among 410,000 | AID 624173; note: potency is the fitted concentration of half-maximal effect; % is set by controls: 0 for no effect and ±100 for the full control effect; nearly all actives have a fitted effect of over 50% in size
#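 Luminescence from Kinase-Glo Plus, added after a 45-minute room-temperature reaction, served as the end-point read-out. The enzyme and substrate were preincubated with compound before ADP (130 uM final) initiated turnover. Concentration-effect curves came from normalized qHTS data.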
# Pf growth 48h = inhibits P. falciparum growth in the first generation, 48 h; P. falciparum luciferase growth in erythrocytes, 48 h; Potency, µM (top dose mostly 28.7 µM), for inactives: at the top dose activity change, negative = inhibition, hits mostly inhibitors; hit rate 5.9% among 310,000; note: potency is the fitted concentration of half-maximal effect; % is set by controls: 0 for no effect and ±100 for the full control effect
#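 Compounds are pin-transferred into medium, infected erythrocytes (2% hematocrit, 0.1% parasitemia final) are added, and plates sit one parasite generation at 37 C in 5% CO2. Detection reagent is then added and luminescence measured.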
# CHX counter = counter-screen for Shiga toxin inhibitors: cycloheximide protein synthesis inhibition | AID 2314 | cell reporter, cycloheximide protein synthesis inhibition counterscreen | max response, % | hit rate 12% among 300,000; in the data active = max response mostly above about 13%, no sharp cut-off; inactive = mostly below about 14%; note: read at 38.3 µM for the half of the compounds with a filed dose; 0% is about no effect
# Shiga toxin inh = inhibitors of Shiga toxin in Vero cells; inhibition, % at 38.7 µM; hit rate 9.2% among 290,000; Vero cells, Shiga toxin protein synthesis inhibition reporter; in the data active = inhibition mostly above about 28%, no sharp cut-off; inactive = mostly below about 43%; note: 0% is about no effect
# * = called active by the depositor; i = inactive; ? = inconclusive; · = no result given; + = active, no number; [ ] = remark or other dose. Unless noted, calls come from the whole dose curve; as a rule, active = well fitted curve in the direction sought with a large enough effect; inconclusive = small, poorly fitted or top-dose-only effect, or another doubt; inactive = no such curve, though single readings can be large; an effect the other way counts as inactive or inconclusive.
SMILES,LmPK inhibitor,AMA1 RON2 block,Pf growth 96h,Tb PYK inh,Pf growth 48h,CHX counter,Shiga toxin inh
Cc1ccc(SCC(=O)OCc2csc(CC(=O)Nc3ccccc3C)n2)cc1C,·,55%[activator],-23%,-5%,?,·,·
CCN(CC)S(=O)(=O)c1cccc(C(=O)Nc2cc(C)nn2-c2ccccc2)c1,2%,4%,?,2%,?,-4,-11
Cc1cccc(C)c1OCC(=O)Nc1ccc(N2CCOCC2)cc1,9%,-7%,1.5µM*,5%,?,1,24
O=C(CNC(=O)c1ccc([N+](=O)[O-])cc1)N/N=C/c1c[nH]c2ccccc12,12%,4%,1%,1%,10%,-2,-11
CN1CCN(C(=O)Cn2c(C(F)(F)F)nc3ccccc32)CC1,0%,10%,-25%,-1%,·,-3,-7
Cn1c(CCCC(=O)O)nc2cc(N(CCCl)CCCl)ccc21,·,·,?,-4%,3%,·,·
Cc1ccc(NC(=O)C(C)N2C(=O)C3CC=C(Cl)CC3C2=O)cc1 (centres undefined),-3%,8%,?,-5%,3%,-2,-8
O=C(O)C1CC=CCC1C(=O)Nc1ccc(Oc2ccc(Cl)cc2)cc1 (centres undefined),-1%,-11%,3%,-6%,20%,1,12
FC(F)(F)c1nnc2c(Sc3ccccc3)nc3ccccc3n12,2%,37%[activator],-14%,2%,-18%,28*,-26
CC(=O)OCCNc1cc(SCc2ccco2)c2nonc2c1[N+](=O)[O-],0%,-29%,6%,-21%,4%,-5,-11

# Record cards (already shown). Values in the order: LmPK inhibitor | AMA1 RON2 block | Pf growth 96h | Tb PYK inh | Pf growth 48h | CHX counter | Shiga toxin inh
# O=C(CNC(=O)c1ccc([N+](=O)[O-])cc1)N/N=C/c1c[nH]c2ccccc12 is entered as 12% | 4% | 1% | 1% | 10% | -2 | -11
# Cn1c(CCCC(=O)O)nc2cc(N(CCCl)CCCl)ccc21 is entered as · | · | ? | -4% | 3% | · | ·

# The list goes on:
SMILES,LmPK inhibitor,AMA1 RON2 block,Pf growth 96h,Tb PYK inh,Pf growth 48h,CHX counter,Shiga toxin inh
COc1ccccc1CCNC(=O)C(=O)NCC1OCCN1S(=O)(=O)c1ccc(F)cc1 (centres undefined),7%,-3%,-2%,2%,-22%,-4,2
CN(C(=O)CC(NC(=O)c1ccccc1)(c1ccccc1)c1ccccc1)c1ccccc1,1%,-7%,?,-7%,?,3,-20
O=C(NCC(F)(F)F)c1ccc(S(=O)(=O)N2CCN(C(=O)C3CCCO3)CC2)cc1 (centres undefined),·,-1%,?,-8%,2%,·,·
CSC(=S)N/N=C(\C)c1ccc(Br)cc1,8%,-2%,74%[activator],2%,?,29*,45*
O=C(NCc1ccccc1)c1cccc(NC(=O)c2ccco2)c1,9%,19%,24%,2%,·,-6,-16
O=C(c1ccccc1)N(CCN1CCOCC1)C1(C(=O)Nc2ccccc2)CCCCC1,0%,-15%,?,2%,-1%,1,34
Cc1nc(-c2ccccc2OC(F)(F)F)[nH]c(=O)c1Cl,12%,-15%,7%,-7%,16%,-3,-10
COc1cc(NC(=O)C2=COCCO2)c(OC)cc1Cl,·,-18%,-2%,-23%,-6%,·,·
C=CCn1c(SCc2csc(C)n2)nc2sc3c(c2c1=O)CCCCC3,4%,10%,-9%,-1%,?,0,1
CC(=O)Nc1ccc(NC(=O)c2ccccc2N(C)S(C)(=O)=O)cc1,-15%,-6%,·,6%,3%,-1,17
COc1ccc(NC(=O)c2ccc(OC(F)F)cc2)cc1Cl,?,-6%,230%[activator],-5%,202%[activator],47*,+
COCC(=O)N/N=C/c1ccc(Sc2nc3ccccc3s2)o1,2%,15%,?,-12%,-5%,2,11
COC(=O)c1cc(Br)c(=O)n(Cc2ccncc2)c1,-5%,3%,·,-6%,6%,9,31
CCCc1cc(=O)oc2cc(OCC(=O)N3CCc4ccccc43)ccc12,0%,5%,?,1%,14%,-4,-21
C=CCN([C@@H](CC(C)C)C(=O)OC)S(=O)(=O)N(CC=C)[C@@H](CC(C)C)C(=O)OC,·,1%,?,-3%,4.7µM*,·,·
CC(C(=O)N(C)c1ccccc1)N1CCN(C(=O)c2ccccc2)CC1 (centres undefined),0%,31%[activator],1%,-7%,20%,-1,-9
CC(C)NC(=O)C(=O)NCCN1CCN(S(=O)(=O)c2ccc(Cl)cc2)CC1,-4%,-4%,-27%,3%,·,-3,3
Cc1nn(C)c(C(=O)N2CCc3ccccc32)c1Cl,1%,5%,?,4%,-10%,-2,-2
Cc1cccc(CN2CCCC(C(=O)c3cccc(OC(C)C)c3)C2)n1 (centres undefined),-2%,15%,-19%,-5%,?,-2,-26
Cc1nc2ccc(NS(=O)(=O)c3ccc(Br)cc3)cc2s1,·,-14%,?,1%,-7%,·,·
Cc1cccc(C)c1-n1c(C)cc(/C=C2\NC(=O)NC2=O)c1C,-1%,-17%,12µM*,-1%,12µM*,8,-3
CCOC(=O)c1sc(NC(=O)c2ccc(S(=O)(=O)N(C)C)cc2)cc1C,5%,-9%,5.2µM*,·,·,-1,-11
COc1ccccc1Oc1c(C)oc2c(CN3CCOCC3)c(O)ccc2c1=O,0%,9%,-10%,7%,?,-3,2
O=C(NCC(c1cccnc1)N1CCN(c2ccccc2F)CC1)c1cccc(Cl)c1 (centres undefined),15%,-7%,0%,-2%,·,-6,-18
Cc1ccc(C(=O)COC(=O)c2cn3ccccc3n2)cc1,5%,17%,48%[activator],-1%,75%[activator],42*,i
CCN(C(=O)COC(=O)c1n[nH]c2ccccc12)c1ccccc1,·,0%,-23%,4%,?,·,·
COc1ccccc1CNC(=O)CCN1C(=O)c2ccccc2C1=O,0%,3%,61%[activator],-1%,29%,-2,-5
CC(C)c1csc(CN2CCN(Cc3ccccc3)C(CCO)C2)n1 (centres undefined),7%,-5%,?,-3%,3%,-1,3
COc1ccc(OC(C)C(=O)Nc2ccccc2F)cc1 (centres undefined),3%,0%,?,-1%,-13%,0,24
Cc1cc(C(C)(C)C)cc(C)c1S(=O)(=O)N1CC(=O)Nc2ccccc21,4%,?,?,-10%,?,-1,21

# Some of the entries so far, as labelled records.
canonical_smiles: Cc1nc(-c2ccccc2OC(F)(F)F)[nH]c(=O)c1Cl
  LmPK inhibitor: 12%
  AMA1 RON2 block: -15%
  Pf growth 96h: 7%
  Tb PYK inh: -7%
  Pf growth 48h: 16%
  CHX counter: -3
  Shiga toxin inh: -10
canonical_smiles: COc1cc(NC(=O)C2=COCCO2)c(OC)cc1Cl
  LmPK inhibitor: ·
  AMA1 RON2 block: -18%
  Pf growth 96h: -2%
  Tb PYK inh: -23%
  Pf growth 48h: -6%
  CHX counter: ·
  Shiga toxin inh: ·

# The results go on:
SMILES,LmPK inhibitor,AMA1 RON2 block,Pf growth 96h,Tb PYK inh,Pf growth 48h,CHX counter,Shiga toxin inh
CC1CCN(C(=O)C2CCN(C(=O)c3cc4sccc4n3Cc3ccc(F)cc3)CC2)CC1,-1%,17%,31%[activator],0%,?,-2,-5
O=C(NCC1CCOCC1)c1cc(COc2ccc(F)cc2F)on1,-2%,13%,26%,0%,19%,10,22
COc1cc(C)nc(Oc2ccc(OCCOc3ccc(C)cc3)nn2)n1,5%,7%,0%,1%,-29%,0,19
Cc1ccccc1OC(=O)C1C(c2ccccc2)C(C(=O)O)C1c1ccccc1 (centres undefined),5%,-24%,20%,6%,·,-3,-5
COC(=O)c1cc(Br)c(=O)n(-c2nccs2)c1,-9%,0%,·,-7%,5%,-4,-18
O=c1c([N+](=O)[O-])c[nH]c2ccccc12,1%,20%,19%,2%,?,6,16
CCCCNc1nc2ccccc2nc1Cl,1%,12%,-20%,-8%,?,-2,31
C=CCNC1=C2C[C@@H](C)C[C@H](OC)[C@H](O)[C@@H](C)/C=C(\C)[C@H](OC(N)=O)[C@@H](OC)/C=C\C=C(/C)C(=O)NC(=CC1=O)C2=O,·,·,11µM*,-10%,0.6µM*,·,·
O=C(OCn1nnc2ccccc2c1=O)C12CC3CC(CC(O)(C3)C1)C2,-8%,-18%,-3%,2%,13%,7,23
COc1ccc2c(CC(=O)OCC(=O)NC(N)=O)coc2c1,4%,10%,34%,2%,44%[activator],3,-3
COc1ccc(NS(=O)(=O)c2cc(NC(=O)c3cnc(C)cn3)ccc2N2CCCCC2)cc1,0%,-7%,?,2%,12µM*,-3,-9
Cc1cc(C(=O)N/N=C\C(Br)=C\c2ccccc2)c(C)o1,-10%,0%,12%,-21%,?,32*,55
COc1ccc(N2Cc3cccc(C(=O)N4CCN(C(=O)c5ccco5)CC4)c3C2=O)cc1,0%,?,0%,-11%,·,-3,18
Cc1csc2nc(CSc3ccc(Cl)cc3)cn12,-16%,-20%,3.7µM*,-5%,120%[activator],49*,79*
N#CCCn1nc(-c2ccc(Cl)cc2)cc1Nc1ccccc1NC(=O)C(F)(F)F,8%,13%,12µM*,6%,-7%,3,-1
OC(c1cccc(Cl)c1)c1nccc2ccccc12 (centres undefined),-1%,25%,?,4%,74%[activator],1,·
C=CCNCCOCCOc1ccccc1-c1ccccc1,-5%,-4%,130%[activator],10%,?,20*,97*
CCCN(CCC)CCCNc1ccc(C(=O)Nc2cccc(OC)c2)cc1[N+](=O)[O-],11%,-4%,13%,-2%,1.5µM*,-4,14
COc1cc2c(cc1OC)-c1cc(NC3CCCCCC3)nc(=O)n1CC2,4%,-7%,47%[activator],-2%,?,0,14
COCC(=O)N1CCC(Oc2ccc(C(=O)NCc3cc(C(C)C)no3)cc2)CC1,-6%,-10%,?,8%,3%,8,6
COc1nccc(C(F)(F)F)c1C(=O)NC(=O)Nc1ccccc1,7%,-4%,?,1%,2%,1,-3
CCN1C(=O)C(CC(=O)NCc2ccc(Cl)cc2)N(CC)C1=O (centres undefined),1%,-3%,8%,-8%,5%,1,-5
O=C(O)C1CCCN1C(=O)NC1CCCCC1 (centres undefined),-4%,8%,8%,1%,6%,-2,-2
Cc1oc(-c2ccc(Cl)cc2)[n+]([O-])c1C,-4%,-5%,?,2%,8%,-2,3
COc1cccc(CNn2cn[nH]c2=S)c1OCc1ccccc1,3%,110%[activator],50%[activator],?,10µM*,7,3
COc1ccc(-n2nc(C(=O)O)c3ccccc3c2=O)cc1,4%,0%,·,1%,-3%,-3,1
CCOC(=O)N1CCN(S(=O)(=O)c2cc(-c3nn4c(C)nnc4c4ccccc34)ccc2C)CC1,5%,2%,?,-10%,?,-1,12
Cc1[nH][nH]c(=O)c1C(c1c(C)[nH][nH]c1=O)c1cn(Cc2ccc(Cl)c(Cl)c2)c2ccccc12,6%,17%,5%,-11%,?,-2,-10
CCCN=C1NC(=O)C(CC(=O)NCCc2ccc(OC)c(OC)c2)S1 (centres undefined),2%,-22%,?,-10%,?,-7,-14
COc1ccccc1C(=O)NNC(=O)C(=O)NC(C)(C)C,-2%,0%,-30%,4%,7%,1,29
CC(=O)c1ccc(NC(=O)CSc2nc(Nc3ccccc3)nc(N3CCOCC3)n2)cc1,-8%,13%,2%,4%,?,2,-23
Clc1ccccc1-c1nn2c(-c3ccccn3)nnc2s1,-3%,-1%,-16%,-4%,8.3µM*,4,-4
COC(=O)c1ccccc1OCCCN(C)C,1%,-6%,14%,5%,17%,-2,1

# Random draw from the library. Share with any hit: about 21%.
